High-throughput results deposited in PubChem BioAssay by National Center for Advancing Translational Sciences (NCATS).
D1 antagonist: Antagonist of Human D 1 Dopamine Receptor: qHTS; D(1A) dopamine receptor (Homo sapiens), P21728; HEK293 TREx D1 cells, calcium flux, dopamine EC80; stronger effect = lower value; activity change, negative = inhibition, % at 10 µM; hit rate 3.2% among 360,000; in the data active = activity change below about -30%; also: % is scaled to controls: 0 for no effect and ±100 for the full control effect
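Antagonism measured as reduced calcium response to an EC80 dopamine addition following 180 s compound pre-read; cells were inducible HEK293 Trex D1 plated overnight at 30 C, read kinetically at 1 cycle/sec.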
RXFP1 agonist: qHTS Assay for Agonists of the Relaxin Receptor RXFP1; Relaxin receptor 1 (Homo sapiens), Q9HBX9; HEK293T-RXFP1 cAMP TR-FRET, 30 min; response scale: percent of porcine relaxin response, buffer zero; Potency, µM (titrated, usually from 57.5 µM), for the others: at the highest dose activation, actives largely listed as activators; hit rate 0.3% among 370,000; also: potency is read from the fitted curve at half-maximal effect; % is scaled to controls: 0 for no effect and ±100 for the full control effect; nearly all actives have a fitted effect of over 60% in size; many of its hits are not listed in these tables
Target sequence (Q9HBX9 whole entry, looked up): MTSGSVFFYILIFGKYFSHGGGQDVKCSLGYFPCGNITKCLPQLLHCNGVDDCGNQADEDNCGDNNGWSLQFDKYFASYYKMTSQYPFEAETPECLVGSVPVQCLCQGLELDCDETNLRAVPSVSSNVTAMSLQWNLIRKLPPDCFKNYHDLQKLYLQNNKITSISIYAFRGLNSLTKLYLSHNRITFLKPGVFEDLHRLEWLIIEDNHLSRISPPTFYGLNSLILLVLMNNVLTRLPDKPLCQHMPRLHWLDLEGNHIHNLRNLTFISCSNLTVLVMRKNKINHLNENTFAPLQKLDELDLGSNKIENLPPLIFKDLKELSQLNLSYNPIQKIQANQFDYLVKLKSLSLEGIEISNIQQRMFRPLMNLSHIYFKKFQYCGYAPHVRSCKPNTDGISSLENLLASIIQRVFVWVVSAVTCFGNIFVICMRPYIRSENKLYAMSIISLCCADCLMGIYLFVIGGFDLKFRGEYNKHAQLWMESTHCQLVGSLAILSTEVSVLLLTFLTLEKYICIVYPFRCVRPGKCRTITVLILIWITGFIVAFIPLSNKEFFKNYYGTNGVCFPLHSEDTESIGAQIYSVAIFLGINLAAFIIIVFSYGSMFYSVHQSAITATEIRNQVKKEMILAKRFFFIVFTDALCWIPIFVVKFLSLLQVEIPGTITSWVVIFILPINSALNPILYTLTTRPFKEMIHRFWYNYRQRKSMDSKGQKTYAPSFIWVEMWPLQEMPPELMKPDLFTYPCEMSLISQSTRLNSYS
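Agonist response is measured as cAMP accumulation in an RXFP1-transfected HEK293T line under PDE4 inhibition. Values are scaled between buffer-only and 29 nM porcine relaxin, and EC50s come from standard Hill equation fits.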
Vif-APOBEC3F blk: qHTS for Inhibitors of Vif-A3F Interactions: qHTS | hit rate 0.2% among 390,000 | HeLa A3F-eYFP + Vif (tagged APOBEC3F with the HIV-1 protein that degrades it), YFP fluorescence increase | AID 602313, 2012 | Potency, µM (top dose mostly 46.1 µM), inactives show at the highest dose activity, negative = active; also: potency is read from the fitted curve at half-maximal effect; % of control where 0% means no effect; nearly all actives have a fitted effect of over 65% in size
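Fluorescence increase (Ex 488/Em 500-530) after overnight compound treatment at 37 deg C flags inhibition of Vif-driven A3F-eYFP loss in stable HeLa A3F-eYFP/Vif cells seeded overnight beforehand.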
Glioma ERSR ind: qHTS for Inducers of the Endoplasmic Reticulum Stress Response (ERSR) in Human Glioma: qHTS; Potency, µM, without a hit: at the top dose activation, actives largely listed as activators; hit rate 0.02% among 420,000; U87-MG GRP78 promoter luciferase reporter, 16 h; AID 602332, 2012; also: potency is read from the fitted curve at half-maximal effect; series mostly up to about 76 µM; % of control where 0% means no effect; nearly all actives have a fitted effect of over 35% in size
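Stably transfected U87-MG human glioma cells carrying a GRP78-based luminescent sensor were seeded at 1000 cells/well, pin-dosed with compounds and incubated 16 h. Luciferase reagent was then added, and end-point luminescence was read after 10 min at room temperature.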
D1 ag: Allosteric Agonists of the Human D1 Dopamine Receptor: qHTS; D(1A) dopamine receptor (Homo sapiens), P21728; HEK293 T-REx D1 cells, calcium flux, agonist mode; activation, % at 2 µM; hit rate 1% among 360,000; in the data active = activation above about 30%; also: 0% is about no effect
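Tetracycline-induced HEK293 TREx D1 cells, force-coupled to calcium signalling, were dye-loaded with a no-wash calcium kit. Compound was pin-added after a 10 s baseline. Fluorescence was read kinetically at 1 cycle/s for 180 s, with calcium rises flagged as agonism.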
RXFP1 antagonist: qHTS Assay for Antagonists of the Relaxin Receptor RXFP1; HEK293-RXFP1, relaxin-stimulated cAMP HTRF, 30 min; stronger effect = lower value; activity change, negative = inhibition, % at 57.5 µM; hit rate 0.59% among 350,000;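 active = activity change of -60% or lower, but not beyond a set lower limit; inconclusive = change between -60% and -40%, or beyond the set limit; inactive = change above -40%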; also: % is scaled to controls: 0 for no effect and ±100 for the full control effect
D1 potentiator: Potentiators of Human D1 Dopamine Receptor: qHTS; D(1A) dopamine receptor (Homo sapiens), P21728; HEK293 TREx D1 cells, calcium flux, dopamine EC20 potentiation; potentiation, % at 10 µM; hit rate 0.036% among 360,000; AID 504651, 2011; in the data active = potentiation above about 30%; also: 0% is about no effect
D2 PAM: HTS Assay for Positive Allosteric Modulators of the Human D2 Dopamine Receptor: Primary Screen for Potentiators. HEK293 T-REx D2, calcium flux, EC20 dopamine potentiation. potentiation, % at 10 µM. hit rate 0.34% among 340,000. AID 485347, 2010;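 active = potentiation over 3 SD above the plate norm, cut at about 30% in these data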; also: 0% is about no effect
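Tetracycline-induced Hek293 Trex D2 cells, force-coupled to calcium, loaded with no-wash calcium dye. Compound added with 180 s kinetic read for agonism, then EC20 dopamine and a further 180 s read for potentiation.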
Vif-A3G inh: qHTS for Inhibitors of Vif-A3G Interactions: qHTS; Potency, µM (titrated, usually from 46.1 µM), inactives show at the highest dose activity, negative = active, most hits filed as inhibitors; HeLa A3G-eYFP + Vif (tagged APOBEC3G with the HIV-1 protein that degrades it), YFP fluorescence, overnight; hit rate 0.076% among 410,000; DNA dC->dU-editing enzyme APOBEC-3G (Homo sapiens), Q9HC16;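 also: potency is read from the fitted curve at half-maximal effect; % is scaled to controls: 0 for no effect and ±100 for the full control effect; nearly all actives have a fitted effect of over 60% in size; hits raise eYFP signal because A3G escapes Vif-driven loss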
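HeLa cells stably expressing Vif and C-terminally eYFP-tagged A3G, seeded overnight at 37 deg C, then exposed to compound by pintool overnight at 37 deg C. Rise in yellow fluorescence (Ex 488/Em 500-530, Acumen) marks blocked Vif-driven A3G degradation.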
An asterisk follows results filed as active; ? = inconclusive; . = not tested or not shown. Unless noted, calls follow the shape of the dose curve; as a rule, active = well fitted curve in the direction sought with a large enough effect; inconclusive = small, poorly fitted or top-dose-only effect, or another doubt; inactive = no such curve, though single readings can be large; an effect the other way counts as inactive or inconclusive.

item | SMILES | D1 antagonist | RXFP1 agonist | Vif-APOBEC3F blk | Glioma ERSR ind | D1 ag | RXFP1 antagonist | D1 potentiator | D2 PAM | Vif-A3G inh
1 | Cc1c(NC2=NC(C)(C)Cc3ccccc32)c(=O)n(-c2ccccc2)n1C | -2.2 | -0.7% | -0.3% | 0.5% | 0.0 | 4.6 | -5.3 | -11.3 | -3.5%
2 | CCc1ccccc1NC(=S)N1CCN(c2ccccc2F)CC1 | -13.8 | -1.0% | 9.2% | -1.9% | 2.7 | -8.7 | -17.8 | -1.4 | -3.0%
3 | CCc1cccc(NC(=O)CCC(=O)O)c1 | -45.7* | 0.3% | 5.8% | -0.5% | 1.7 | -8.3 | -6.1 | 7.0 | 0.4%
4 | Cc1cccc(OCC(=O)OC(C)C(=O)Nc2ccc(S(=O)(=O)N3CCCCC3)cc2)c1 (stereo not given) | -11.9 | 0.7% | -17.4% | -5.4% | 0.6 | -16.8 | -3.0 | -13.9 | 5.4%
5 | O=C(NNC(=O)c1ccccc1)C(=O)N1CCCCC1 | 0.4 | -0.5% | -12.2% | -1.9% | 1.3 | 23.4 | 0.7 | 1.0 | -0.7%
6 | CC(NC(=O)C1CCN(S(=O)(=O)c2ccc3c(c2)NC(=O)CO3)CC1)c1ccccc1 (stereo not given) | -18.4 | 1.5% | -3.8% | -0.9% | 3.4 | -11.4 | -7.0 | 19.4 | -9.3%
7 | CC(=O)/C(N=Nc1nc2c([nH]1)c(=O)n(C)c(=O)n2C)=C(\C)O | -1.1 | 12.2% | -3.0% | -1.2% | 2.6 | -3.9 | 4.7 | 7.9 | 0.2%
8 | COc1ccccc1N1CCN(CC(=O)Nc2c(C)n(C)n(-c3ccccc3)c2=O)CC1 | -9.0 | -0.9% | 3.4% | -5.0% | 4.6 | 0.5 | -3.9 | 4.2 | -4.0%
9 | CO/N=C/C(c1ncc(C(F)(F)F)cc1Cl)S(=O)(=O)c1ccccc1 (stereo not given) | 2.2 | 1.4% | -4.5% | 5.9% | -1.0 | -2.6 | 2.4 | -12.5 | 0.1%
10 | CC(=O)c1ccc(S(=O)(=O)N2CCN(c3nc4c(C)c(C)ccc4cc3C#N)CC2)cc1 | . | . | 2.8% | -2.7% | . | 6.0 | . | . | 2.6%
11 | O=C(Nc1ccc(C(=O)N2CCCC2)cc1)c1ccc2c(c1)OCO2 | -21.7 | 0.3% | 3.6% | 2.2% | 2.4 | -5.0 | -5.3 | . | 1.6%
12 | CCOC(=O)Cn1nnnc1CN(Cc1ccc(OC)cc1)Cc1cc2cc(C)cc(C)c2[nH]c1=O | -1.2 | -1.0% | -2.1% | -4.8% | 4.5 | -3.1 | -4.0 | -19.5 | 1.6%
13 | Cc1cccc(S(=O)(=O)Nc2nc3ccccc3nc2OC(C)C)c1 | -11.0 | 10.8% | 10.8% | -2.2% | 0.4 | -0.4 | 0.5 | -1.1 | 1.1%
14 | COC(=O)c1c(C(=O)OC)c(-c2ccc(Cl)c(Cl)c2)n2c1CCC2 | -26.4 | 1.5% | -15.4% | -3.7% | 1.3 | -5.8 | -7.2 | 7.2 | 3.3%
15 | CCNc1nc(NCc2ccccc2)nc(Oc2ccc(=O)[nH]n2)n1 | -10.1 | 0.4% | -9.2% | -2.4% | 1.7 | 11.1 | -4.8 | -21.0 | 0.1%
16 | Cc1ccc(Cl)cc1NC(=O)COC(=O)CC1CC2CCC1C2 (stereo not given) | 2.7 | 0.9% | 10.7% | -3.8% | 7.2 | -8.1 | -2.5 | -5.5 | 0.7%
17 | CCN(CC)C(=O)Cn1cc(C(=O)C(=O)N2CCCc3ccccc32)c2ccccc21 | -0.3 | -1.1% | 13.6% | -1.3% | -3.2 | 1.8 | -0.7 | 2.1 | -3.1%
18 | Cc1cc(C(=O)NNC(=O)COc2ccccc2Cl)n[nH]1 | -5.1 | -0.5% | -10.6% | -4.9% | 3.9 | -4.3 | 3.6 | -0.9 | 3.8%
19 | COc1ccc(CCNC(=O)CCCn2c(=O)c3ccccc3n(Cc3ccccc3)c2=O)cc1OC | -20.6 | 3.3% | -5.6% | -1.8% | 0.7 | . | 0.3 | -3.0 | 2.3%
20 | O=C(NCc1cccs1)C(Cc1ccccc1)NS(=O)(=O)c1cccs1 (stereo not given) | 13.8 | 0.3% | -20.8% | -6.1% | -0.2 | 6.7 | -3.9 | . | -0.2%
21 | CC(=O)Nc1ccc(S(=O)(=O)N(C)CC(=O)Nc2ccccc2N2CCOCC2)cc1 | -0.3 | 2.2% | 3.8% | -5.2% | -0.5 | -10.5 | -14.0 | 13.0 | 0.2%
22 | O=S(=O)(NCCc1csc2nc(-c3ccc(Cl)cc3)nn12)c1cccs1 | . | 5.1% | -6.2% | -2.4% | 11.8 | -29.5 | -2.9 | -0.7 | -0.3%
23 | CCOc1ccccc1NC(=O)CCc1nnc2ccc(N3CCC(C)CC3)nn12 | 13.0 | -4.9% | 3.7% | -3.2% | 6.5 | 3.5 | 1.6 | 5.8 | -0.9%
24 | Nn1c(SCC(=O)NC2CCCc3ccccc32)nnc1C1CC1 (stereo not given) | . | . | 1.1% | -5.1% | . | 0.7 | . | . | 3.2%
25 | COCCOC(=O)C1=C(C)N=C2SCCC(=O)N2C1/C=C/c1ccccc1 (stereo not given) | -9.1 | -0.2% | -5.2% | 4.5% | -0.5 | -4.0 | 0.9 | 3.9 | 0.7%
26 | CNS(=O)(=O)c1cc(Cl)ccc1Sc1ccccc1C(=O)O | -9.4 | 3.4% | -4.2% | -2.3% | 4.5 | 1.6 | -1.6 | 5.3 | 1.5%
27 | CC(C)Nc1nnc(SC(C)C(=O)Nc2ccc(Cl)cn2)s1 (stereo not given) | -2.2 | 3.2% | -2.0% | -2.8% | 1.8 | -3.4 | 0.5 | 0.2 | 2.6%
28 | Clc1ccc2nc(-c3ccncc3)cc(-c3ccccc3)c2c1 | -10.9 | 0.5% | -2.6% | 0.8% | 0.0 | -7.8 | -6.2 | -1.2 | -4.1%
29 | O=C(CN1CCC(Cc2ccccc2)CC1)NC(=O)NCc1ccccc1 | -1.8 | -0.4% | 19.9% | -3.9% | 9.4 | -19.3 | -0.2 | -2.5 | 1.9%
30 | Cc1ccc(/C=N/N(C)C2=NS(=O)(=O)c3ccccc32)cc1 | 5.1 | 4.4% | -20.1% | -2.8% | 8.9 | 11.6 | -1.6 | -15.7 | -2.6%
31 | COc1ccc(OCCOc2ccccc2[N+](=O)[O-])cc1 | -6.1 | 6.0% | -8.1% | 1.1% | 1.4 | -3.0 | -8.8 | -3.8 | -1.1%
32 | CN1CCN(C(=O)CN2C(=O)COc3ccc(S(=O)(=O)N4CCOCC4)cc32)CC1 | -0.2 | 0.0% | -10.2% | -3.3% | -0.9 | 10.4 | 0.0 | 2.5 | -0.7%
33 | COc1ccc(/C=N/NC(=O)c2cccc([N+](=O)[O-])c2)cc1OS(=O)(=O)c1ccccc1 | -7.5 | 0.0% | . | -3.7% | 0.0 | -16.8 | -5.8 | -15.3 | 1.7%
34 | Cc1ccc(Cn2c(Sc3nnc(C)s3)nc3c2c(=O)[nH]c(=O)n3C)cc1 | -6.3 | 3.4% | 1.0% | -4.0% | 2.5 | -8.0 | . | 1.2 | 2.5%
35 | S=C(Nc1ccc(Br)cc1)N1CCN(C2CCCCC2)CC1 | -11.8 | -0.2% | 2.2% | -2.8% | 3.2 | -5.9 | 0.2 | -11.4 | 1.6%
36 | C=C1c2cc(C)ccc2NC(=O)N1c1ccc(C)cc1 | -11.7 | 1.1% | 0.2% | 2.0% | -0.2 | -0.1 | -8.2 | 10.4 | -7.0%
37 | CCc1ccc(NC(=O)N2c3ccccc3Sc3ccccc32)cc1 | -15.3 | 5.4% | -7.0% | -1.9% | 4.7 | -22.2 | 0.0 | -5.9 | 5.7%
38 | CCOc1c(Cl)cc(/C=N/NC(N)=S)cc1OC | 0.4 | 3.9% | 11.2µM* | 0.4% | 1.3 | -8.6 | 0.8 | 0.8 | 1.5%
39 | NC(=O)CC(NC(=O)c1ccc(Cl)cc1)C(=O)NCCc1ccc(S(N)(=O)=O)cc1 (stereo not given) | -5.9 | 3.3% | -14.5% | -0.2% | 1.3 | 9.6 | 4.3 | -4.8 | -2.2%
40 | Cc1nn2c(=O)cc(COC(=O)CNC(=O)c3ccc(F)cc3)nc2s1 | -1.1 | 24.6% | -4.5% | -5.7% | 1.4 | -2.6 | -4.2 | 18.0 | 4.6%
41 | CC(OC(=O)c1ccc2ncsc2c1)C(=O)N(C)C1CCCCC1 (stereo not given) | 1.6 | 2.5% | 15.7% | -5.5% | 4.9 | -12.3 | -5.4 | -10.9 | 0.0%
42 | Cc1[nH]c2ccccc2c1SCCNC(=O)c1ccccc1F | -26.5 | -0.1% | -1.0% | -0.6% | 0.1 | -25.0 | -0.5 | 13.2 | 2.2%
43 | CC1CCCC(NC(=O)COC(=O)CCC(=O)c2ccc(F)cc2)C1C (stereo not given) | . | . | -12.1% | -1.9% | . | -10.5 | . | . | -0.6%
44 | Cc1ccccc1NC(NC(=O)c1cccnc1)C(Cl)(Cl)Cl (stereo not given) | -3.9 | 3.1% | -6.5% | -0.9% | 0.9 | -7.6 | 0.5 | -16.4 | -2.4%
45 | COc1cccc(-c2csc(NC(=O)Nc3ccccc3)n2)c1 | -14.2 | 2.0% | -14.5% | -3.9% | 10.4 | ? | -7.6 | . | 1.6%

An excerpt, so the mix of outcomes need not match the whole.
